KKLEB tox: reduces viability of KKLEB cystic fibrosis airway cells. KKLEB CF airway cells viability, ATPlite luminescence, overnight; stronger effect = lower value; cells stimulated with P. aeruginosa culture filtrate. AID 602141. 360,000 compounds, 0.36% hits. activity change (cytotoxicity), % at 5 µM;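 active = corrected activity change at or below -50% at 5 µM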
NR2E3 ag-1: NR2E3 (human) agonism | Q9Y5X4 | GST-NR2E3/biotin-RetCOR TR-FRET, 1536-well | inhibition of corepressor binding, % at 4.78 µM | 320,000 compounds, 0.12% hits | AID 2300;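 active = percent inhibition above the cutoff of mean plus 3 SD of all tested compounds, set per screening campaign, cut at about 20% in these data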;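 also: 0% = DMSO wells and 100% = biotin wells as full block of FRET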
Target sequence (Q9Y5X4 whole entry, looked up): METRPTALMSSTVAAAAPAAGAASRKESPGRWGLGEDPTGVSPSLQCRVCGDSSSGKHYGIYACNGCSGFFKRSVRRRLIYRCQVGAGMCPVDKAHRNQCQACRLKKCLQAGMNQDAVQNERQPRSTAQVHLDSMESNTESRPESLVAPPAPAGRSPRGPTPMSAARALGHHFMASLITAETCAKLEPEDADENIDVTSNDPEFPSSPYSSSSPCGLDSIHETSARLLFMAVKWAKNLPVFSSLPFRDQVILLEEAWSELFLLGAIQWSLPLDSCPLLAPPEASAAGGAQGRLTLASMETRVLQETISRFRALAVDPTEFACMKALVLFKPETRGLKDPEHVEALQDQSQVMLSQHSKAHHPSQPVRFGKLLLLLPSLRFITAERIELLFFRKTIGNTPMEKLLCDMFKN
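Material: NR2E3–RetCOR corepressor complex / Amount: 1.35 nM GST-NR2E3 / Medium: Tris pH 7.5 / Compound: single nominal compound dose of 4.8 µM / Incubation: 5 h at 4 °C / Technique: TR-FRET, Eu(K)-anti-GST donor, streptavidin-D2 acceptor, ex 340, em 617/671 nm / Read-out basis: percent loss of FRET ratio relative to control wells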
MITF TRPM1 inh: inhibitors of MITF-driven TRPM1 promoter in melanoma cells; SK-MEL-5 TRPM1 promoter luciferase, 24 h; 330,000 compounds, 0.83% hits; inhibition, % at 12.5 µM;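 active = mean inhibition across replicates of 60% or more, whatever share of single replicates reaches that level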; also: values of inactives mirror those of a sister screen read the other way
CF NFkB inh: cystic fibrosis NF-kB activation inhibition; KKLEB NF-kB-GFP reporter, PAF-induced, GFP fluorescence overnight; inhibition, % at 5 µM; 360,000 compounds, 0.86% hits; AID 588850;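 active = at least 50% inhibition at 5 µM, scaled per plate between neutral and stimulator controls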;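 also: PAF is a Pseudomonas aeruginosa culture filtrate used as stimulus; plate controls were PAF-stimulated DMSO wells for no effect and unstimulated DMSO wells for full effect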
Peg3 promoter: Peg3 promoter activity inhibition. HeLa PEG-Prom luciferase reporter, luminescence, overnight. inhibition, % at 20 µM. 360,000 compounds, 1.7% hits. AID 588405;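 active = inhibition of at least 50% at 20 µM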
TRAIL sens C8: sensitizes caspase-8 expressing cells to TRAIL; inhibition (viability loss, TRAIL sensitization), % at 10 µM; 360,000 compounds, 1% hits; AID 624354; NB7+C8 cells + TRAIL, ATPlite viability luminescence;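 active = compounds causing at least 50% loss of cell viability in the single-dose screen, relative to plate controls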
NR2E3 ag-2: agonists of human NR2E3 nuclear receptor | Q9Y5X4 | CHO-S Gal4-NCOR/VP16-NR2E3 two-hybrid, luciferase | inhibition of corepressor binding, % at 3.98 µM | 360,000 compounds, 0.35% hits | AID 602229;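 active = inhibition above the mean of all tested compounds plus 3 SD, cut at about 70% in these data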;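 also: 0% = DMSO with NR2E3 transfected cells and 100% = cells lacking NR2E3 construct; higher means lower luciferase signal from less NR2E3 corepressor binding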
hiPSC survival: enhancers of human iPSC single-cell survival | hiPSC single-cell survival, ATPlite luminescence; 100% = ROCK inhibitor wells, 0% = DMSO | 360,000 compounds, 0.044% hits | AID 602274 | survival enhancement, % at 20 µM; in the data active = survival enhancement above about 18%;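 also: cells exposed to compounds for 16 hours before the ATP read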
Shn3 3UTR inh: inhibitors of Schnurri-3 3'UTR reporter in osteoblasts; inhibition, % at 12.5 µM; Clone20 osteoblast Shn3 3'UTR firefly luciferase, 24 h; 360,000 compounds, 0.52% hits;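 active = mean inhibition of at least 75% with every replicate also reaching 75%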;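 also: 0% = median of neutral control wells and 100% = pilot-screen positive control compound; some compounds past the cut are filed as inactive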
HIF-2a block: blocks HIF-2a reporter activity | 786-0 RCC cells HIF-2a reporter, luciferase luminescence, overnight | inhibition, % at 18.8 µM | 360,000 compounds, 0.72% hits | AID 624352;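 active = inhibition of the luminescence signal of 40% or more relative to plate controls, in a single-dose primary screen at 18.75 µM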
EBV LMP1 NFkB: inhibitors of Epstein-Barr LMP1-induced NF-kappaB reporter | LMP1-induced NF-kappaB luciferase reporter cells, luminescence | 350,000 compounds, 0.69% hits | inhibition, % at 12.5 µM | AID 504558; in the data active = inhibition above about 41%;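 also: 0% = neutral control wells and 100% = reference inhibitor control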
* = called active by the depositor; · = no result given.

SMILES | KKLEB tox | NR2E3 ag-1 | MITF TRPM1 inh | CF NFkB inh | Peg3 promoter | TRAIL sens C8 | NR2E3 ag-2 | hiPSC survival | Shn3 3UTR inh | HIF-2a block | EBV LMP1 NFkB
CC(C)(C)C(=O)Cn1ncc(N2CCOCC2)c(Cl)c1=O | -6 | 1 | · | -2 | -24 | -6 | -24 | 0.3 | 4 | -29 | 11
COc1ccc(C(=O)NC(C)CCc2ccccc2)cc1[N+](=O)[O-] (configuration not stated) | -2 | 2 | 9 | -15 | 19 | -5 | 6 | -0.5 | 18 | 17 | 1
COC(=O)CSc1[nH]c2ccc(F)cc2c1[N+](=O)[O-] | -7 | 0 | -10 | 24 | 7 | -16 | -6 | -0.5 | 4 | 8 | 5
O=C(NCc1cccnc1)c1ccccc1NC(=O)c1c(F)cccc1F | 10 | 3 | 8 | -5 | 13 | -14 | 8 | -0.4 | -4 | 9 | -3
CN(C(=O)c1ccccc1OCc1ccc(Cl)cc1)c1ccccc1 | -1 | 0 | 7 | 0 | 32 | -5 | 3 | 0.6 | 14 | 4 | 1
CC(C)C(=O)N1CCN(c2ccccc2NC(=O)c2cccc(Cl)c2)CC1 | -22 | 2 | 10 | 18 | 13 | 12 | 2 | -0.8 | -4 | 8 | 2
O=S(=O)(c1ccc(F)cc1)n1ccc(-c2cccc(OCc3ccc(Cl)cc3Cl)c2)n1 | 6 | 2 | 4 | -2 | 18 | 2 | -16 | 1.3 | 19 | 19 | 2
CC1Cn2c(nc3sc4c(c3c2=O)CCC4)N1CCO (configuration not stated) | -30 | -3 | 1 | -15 | 2 | 8 | -16 | -1.0 | 5 | -11 | -29
COc1ccccc1OCC(=O)NCCCN1CCOCC1 | 4 | 6 | 0 | -18 | -7 | 0 | -30 | 0.1 | 10 | 5 | -8
O=C(CN1C(=O)CSc2ccc(C(F)(F)F)cc21)Nc1ccccc1 | 7 | 1 | -3 | -18 | -3 | 12 | -1 | -0.6 | -9 | 22 | -2
COc1ccc(OC)c(N(CC(=O)NC2CC3CCC2C3)S(=O)(=O)c2ccccc2)c1 (configuration not stated) | -5 | 5 | 9 | 0 | 13 | 7 | -4 | 0.8 | 7 | 9 | -8
O=S(=O)(c1cccs1)N1CCc2ccccc2C1 | -6 | -1 | 10 | 17 | 8 | 0 | -27 | 0.1 | -9 | 8 | -8
COc1ccc(Cc2nnc(NC(=O)Nc3ccccc3OC)s2)cc1 | -8 | 0 | -11 | 16 | 28 | -6 | -48 | 0.5 | 0 | 14 | -12
CNc1c(NS(=O)(=O)c2ccc(OC)cc2)c(=O)oc2ccccc12 | -2 | 5 | -2 | 6 | 21 | -35 | 19 | 1.4 | -2 | -2 | -2
Cc1cccc(N(C(=O)CCC(=O)Nc2nccs2)C(C(=O)NC(C)(C)C)c2ccc(O)cc2)c1 (configuration not stated) | 8 | 6 | 2 | 3 | 7 | -4 | -36 | -1.5 | 21 | 9 | -4
OC(COCc1ccccc1)CN1CCc2ccccc2C1 (configuration not stated) | -13 | -6 | -1 | 11 | 9 | -9 | -5 | 3.7 | 2 | 14 | -4
CCn1c(SCc2ccc(C(=O)OC)o2)nc2sc3c(c2c1=O)CCCC3 | -6 | 5 | 7 | 20 | 14 | -8 | -30 | -1.1 | 58 | -19 | 4
Cc1nn(CC(=O)NCCCN2CCCCC2)c(=O)c2cc(-c3ccccc3)nn12 | 14 | -3 | -27 | -3 | 11 | 19 | -11 | 1.1 | -13 | -1 | -5
CN(C)c1ccc(/C=C(\C#N)C(=O)c2ccccc2)cc1 | 0 | -1 | -5 | 0 | -74 | 11 | -24 | 0.4 | 3 | -49 | 0
COc1ccc2cc(C(=O)C3CCCN(C(=O)CCc4cnn(C)c4)C3)ccc2c1 (configuration not stated) | -10 | -1 | -30 | -14 | -136 | 7 | -66 | -2.5 | 5 | -163 | -10
O=C(CNC1CCCCCC1)Nc1ccccc1N1CCOCC1 | 8 | -2 | -9 | 13 | 29 | 3 | -9 | 0.5 | 2 | 12 | 1
O=C(O)c1cc(/C=N\O)ccc1OCc1ccccc1 | 2 | 3 | 2 | 1 | -26 | -17 | -20 | -2.0 | -21 | -21 | -8
O=C(Nc1ccc(OCc2ccccc2)cc1)c1cccs1 | -1 | 3 | -91 | -3 | -287 | 12 | -59 | 0.2 | -56 | -355 | -35
Cn1c(NCCO)nc2c(c1=O)C1(CCCCC1)Cc1ccccc1-2 | -14 | 4 | · | 12 | 9 | -16 | -34 | -1.0 | 45 | 9 | -5
COc1ccc(C2OC3=C(Nc4cc(C)c(C)cc4N3)C2=O)cc1 (configuration not stated) | -12 | -2 | -54 | 8 | -261 | -12 | -55 | 3.9 | -31 | -290 | -42

Four entries already listed, ordered by their value in CF NFkB inh, highest first:
SMILES,NR2E3 ag-1,MITF TRPM1 inh,CF NFkB inh,Peg3 promoter,NR2E3 ag-2,Shn3 3UTR inh,HIF-2a block,EBV LMP1 NFkB
O=S(=O)(c1cccs1)N1CCc2ccccc2C1,-1,10,17,8,-27,-9,8,-8
CN(C)c1ccc(/C=C(\C#N)C(=O)c2ccccc2)cc1,-1,-5,0,-74,-24,3,-49,0
COc1ccc(C(=O)NC(C)CCc2ccccc2)cc1[N+](=O)[O-] (configuration not stated),2,9,-15,19,6,18,17,1
O=C(CN1C(=O)CSc2ccc(C(F)(F)F)cc21)Nc1ccccc1,1,-3,-18,-3,-1,-9,22,-2

Later entries:
SMILES | KKLEB tox | NR2E3 ag-1 | MITF TRPM1 inh | CF NFkB inh | Peg3 promoter | TRAIL sens C8 | NR2E3 ag-2 | hiPSC survival | Shn3 3UTR inh | HIF-2a block | EBV LMP1 NFkB
O=C(COc1ccc(Br)cc1)NNC(=O)c1ccc(-n2cncn2)c([N+](=O)[O-])c1 | -21 | 1 | 8 | -7 | 14 | -10 | -5 | -0.1 | -7 | 0 | -2
Clc1ccc(Cn2ncc3c(N4CCCCC4)ncnc32)cc1 | 3 | -2 | -4 | 6 | -21 | 8 | -4 | -4.2 | · | -37 | -5
COc1ccc(/C=C/C(=O)NCC(=O)N/N=C/c2ccc(OC)cc2)cc1 | 0 | -4 | 4 | -5 | 9 | -7 | -24 | -1.8 | -3 | 7 | -6
COc1ccc(OC)c(C2C(C(C)=O)=C(O)C(=O)N2c2ccc(O)cc2)c1 (configuration not stated) | 4 | 2 | -5 | 6 | -3 | -2 | -9 | -5.9 | 5 | 20 | 1
CCOC(=O)NC(=O)CSc1nnnn1-c1ccc(Cl)cc1 | 9 | 7 | -4 | -13 | -11 | 23 | -28 | -1.6 | -25 | -3 | 0
Cc1c(C(=O)N(C)C2CC(C)(C)NC(C)(C)C2)oc2c(F)cccc12 | 24 | 0 | 0 | -28 | -2 | -2 | -25 | 0.6 | 11 | 12 | -2
COc1cc(CC(=O)OCC(=O)NC(C)c2ccccc2)cc(OC)c1OC (configuration not stated) | 11 | · | 3 | 0 | 9 | 8 | 21 | 2.4 | 6 | 10 | 1
CC(C)Nc1nc(NC(N)=S)nc(NC(C)C)n1 | -8 | 7 | 6 | -19 | 6 | -18 | -10 | 3.2 | 10 | 13 | 1
CC(C)N(C(=O)CN(C#N)c1nc(N(C)C)nc(N(C)C)n1)c1ccccc1 | -15 | 1 | -12 | -39 | 26 | -6 | 4 | -2.6 | 10 | -3 | -14
COc1ccccc1CNC(=O)C1CCN(S(=O)(=O)c2ccc3c(c2)CC(C)N3C(C)=O)CC1 (configuration not stated) | 13 | -2 | 2 | -8 | 9 | 4 | 7 | 1.7 | -6 | 10 | -14
Cc1nnc(SCC(=O)NCc2ccco2)n1-c1ccccc1 | 4 | 2 | -1 | -10 | 15 | -18 | -6 | -0.1 | 7 | 6 | 1
CC(C)c1cc(NCCN2CCOCC2)n2c(nc3ccccc32)c1C#N | -10 | · | -2 | -2 | 15 | 3 | -9 | 2.3 | -11 | 18 | -3
CCc1oc(C(=O)O)cc1CN(CC)CC | 4 | 1 | 8 | -17 | 4 | 2 | 1 | 2.0 | -4 | 4 | -7
CC(C)c1ccc(-c2nc(N3CCCCCC3)nc3n[nH]c(N)c23)cc1 | -14 | 2 | 4 | 14 | 26 | -3 | 10 | 10 | -15 | 13 | -13
O=C(NCCc1ccccc1)c1ccc2c(c1)S(=O)(=O)c1ccccc1C2=O | -19 | -3 | -4 | 8 | 14 | 12 | 3 | 1.2 | -5 | -22 | -4
O=C(/C=C/c1ccccc1)COC(=O)c1ccccc1 | 8 | · | -11 | -9 | 10 | -12 | -5 | 0.6 | -1 | -6 | 9
COc1cccc(CN(C)C(=O)c2ccc(Cl)c(S(=O)(=O)N3CCCCCC3)c2)c1OC | -7 | · | 8 | 13 | 18 | 4 | 18 | -3.3 | 19 | 16 | 13
Nc1c(N(CCC2=CCCCC2)C(=O)COc2ccc(F)cc2Cl)c(=O)[nH]c(=O)n1Cc1ccccc1 | -36 | · | 97* | 38 | 106* | 88* | -18 | 0.1 | 78 | -3 | 6
COc1ccc(-c2nc3cnccn3c2Nc2ccc(C)cc2)cc1 | 19 | 2 | -20 | -6 | -14 | -8 | 8 | -0.3 | -11 | -55 | 2
Cc1ccnc2nc(C(=O)OCC(=O)N(CC(C)C)CC(C)C)nn12 | 2 | 1 | 8 | 11 | 11 | -5 | -25 | 0.7 | -5 | 22 | 0
Cc1ccccc1Cn1c(=O)n(CCC(=O)NCc2ccc3c(c2)OCO3)c(=O)c2ccccc21 | -18 | 2 | -2 | 14 | 23 | -6 | -18 | 2.6 | 12 | 18 | -4

A second format for some results above:
CC(C)Nc1nc(NC(N)=S)nc(NC(C)C)n1
  KKLEB tox: -8; NR2E3 ag-1: 7; MITF TRPM1 inh: 6; CF NFkB inh: -19; Peg3 promoter: 6; TRAIL sens C8: -18; NR2E3 ag-2: -10; hiPSC survival: 3.2; Shn3 3UTR inh: 10; HIF-2a block: 13; EBV LMP1 NFkB: 1

CC(C)N(C(=O)CN(C#N)c1nc(N(C)C)nc(N(C)C)n1)c1ccccc1
  KKLEB tox: -15; NR2E3 ag-1: 1; MITF TRPM1 inh: -12; CF NFkB inh: -39; Peg3 promoter: 26; TRAIL sens C8: -6; NR2E3 ag-2: 4; hiPSC survival: -2.6; Shn3 3UTR inh: 10; HIF-2a block: -3; EBV LMP1 NFkB: -14

COc1ccc(-c2nc3cnccn3c2Nc2ccc(C)cc2)cc1
  KKLEB tox: 19; NR2E3 ag-1: 2; MITF TRPM1 inh: -20; CF NFkB inh: -6; Peg3 promoter: -14; TRAIL sens C8: -8; NR2E3 ag-2: 8; hiPSC survival: -0.3; Shn3 3UTR inh: -11; HIF-2a block: -55; EBV LMP1 NFkB: 2

Four compounds from above with just Peg3 promoter.
structure	Peg3 promoter
COc1ccc(OC)c(C2C(C(C)=O)=C(O)C(=O)N2c2ccc(O)cc2)c1 (configuration not stated)	-3
COc1cc(CC(=O)OCC(=O)NC(C)c2ccccc2)cc(OC)c1OC (configuration not stated)	9
O=C(NCCc1ccccc1)c1ccc2c(c1)S(=O)(=O)c1ccccc1C2=O	14
COc1ccccc1CNC(=O)C1CCN(S(=O)(=O)c2ccc3c(c2)CC(C)N3C(C)=O)CC1 (configuration not stated)	9

Bioassay records as filed in PubChem.

These rows are one share of the data. The share of hits here may be higher or lower than overall.
